HCMV antiviral: blocks human cytomegalovirus replication; HFF cells, HCMV-luciferase reporter, 72 h; hits give low values; 410,000 tested, 4.5% active; activity change, negative = inhibition, % at 57.5 µM; in the data active means activity change below about -60%; inconclusive means no clear call, values can overlap the other calls; inactive means above about -39%
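Steps: HFFs plated, 16 h 37C; compounds added; HCMV-luciferase added to MOI 1 PFU/cell; 72 h 37C; OneGlo reagent, 5 min room temperature; luminescence read, normalized to controls.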
AmpC detergent: blocks E. coli AmpC beta-lactamase in detergent assay | AmpC hydrolysis of nitrocefin, absorbance 480 nm, 0.01% Triton | AID 485294 | 370,000 tested, 0.041% active | P00811 | Potency, µM (highest dose often 114 µM), inactives show at the top dose activity change, negative = inhibition, usual class: inhibitors;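 further: potency means the concentration at half of the fitted maximal effect; 0% = no-compound wells and -100% = no-enzyme wells; nearly all actives have a fitted effect of over 25% in size; some results filed as inactive show a strong effect at the top dose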
Target sequence (P00811 whole entry, looked up): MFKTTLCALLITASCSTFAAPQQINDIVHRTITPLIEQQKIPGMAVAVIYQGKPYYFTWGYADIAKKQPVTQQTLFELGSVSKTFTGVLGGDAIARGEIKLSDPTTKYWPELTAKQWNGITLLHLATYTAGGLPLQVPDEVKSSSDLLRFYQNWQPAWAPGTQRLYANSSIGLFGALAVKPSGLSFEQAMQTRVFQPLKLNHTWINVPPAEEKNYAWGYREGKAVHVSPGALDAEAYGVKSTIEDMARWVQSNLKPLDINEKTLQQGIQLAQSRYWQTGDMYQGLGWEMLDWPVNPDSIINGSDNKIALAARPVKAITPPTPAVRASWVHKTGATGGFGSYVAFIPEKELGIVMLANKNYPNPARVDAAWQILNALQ
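AmpC (5.3 nM in the dispensed reagent) in 20 mM phosphate pH 7.0 with 0.01% (detergent screen) or 0.0001% Triton X-100 was preincubated with compounds for 15 min at room temperature. Nitrocefin was then added from an 800 uM solution, and hydrolysis was followed at 480 nm.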
HCV inhibitor: inhibitors of hepatitis C virus infection | Huh7.5.1 HCVcc-Cre infection, luciferase reporter, 44 h | Potency, µM (series often up to 41.8 µM), without a hit: at the highest dose activity change, negative = inhibition, usual class: inhibitors | 340,000 tested, 3.4% active; further: potency means the concentration at half of the fitted maximal effect
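1,000 cells/well; 4 h culture; + compound; + HCVcc-Cre (~0.5 moi); 44 h; luciferase substrate, RT 15 min; read 15 sec.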
AmpC inh no detg: inhibitors of E. coli AmpC beta-lactamase without detergent; P00811; AmpC nitrocefin hydrolysis, absorbance 480 nm, 0.0001% Triton; Potency, µM (highest dose often 57.1 µM), inactives show at the top dose activity change, negative = inhibition, hits mostly inhibitors; 330,000 tested, 0.52% active;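 further: potency means the concentration at half of the fitted maximal effect; plate controls were no compound for no effect and no enzyme for full effect; nearly all actives have a fitted effect of over 20% in size; some results filed as inactive show a strong effect at the top dose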
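AmpC (5.3 nM in the dispensed reagent) in 20 mM phosphate pH 7.0 with 0.01% (detergent screen) or 0.0001% Triton X-100 was preincubated with compounds for 15 min at room temperature. Nitrocefin was then added from an 800 uM solution, and hydrolysis was followed at 480 nm.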
AMA1-RON2 inh: inhibitors of Plasmodium falciparum AMA1-RON2 interaction; Potency, µM (titrated, usually from 58.2 µM), for the others: at the highest dose activity change, negative = inhibition, usual class: inhibitors; 360,000 tested, 0.2% active; AlphaScreen AMA1-biotinylated RON2 peptide binding; AID 720542;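 further: potency means the concentration at half of the fitted maximal effect; 0% = vehicle wells and -100% = peptide control; nearly all actives have a fitted effect of over 45% in size; some results filed as inactive show a strong effect at the top dose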
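AMA1 (3D7) with his tag at 25 nM final met compounds first, then biotinylated RON2 peptide at 25 nM; detection used donor plus acceptor beads, 10 µg/mL apiece, read by AlphaScreen after 30 min at room temperature.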
TbPYK inhibitor: T. brucei pyruvate kinase inhibition; Potency, µM (highest dose often 76.8 µM), inactives show at the highest dose activity, negative = inhibition, hits mostly inhibitors; 410,000 tested, 0.12% active; TbPYK enzyme, Kinase-Glo Plus ATP luminescence, 45 min; Q57TT1; further: potency means the concentration at half of the fitted maximal effect; nearly all actives have a fitted effect of over 50% in size
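ADP (130 uM final) triggers the TbPYK reaction after compound addition; incubation is 45 min at room temperature. Kinase-Glo Plus is then added and luminescence imaged. Normalized data are fitted to concentration-effect curves.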
LmPK inhibitor: blocks Leishmania mexicana pyruvate kinase activity. Q27686. purified LmPK, Kinase-Glo ATP luminescence, 1 h. Potency, µM (top dose mostly 57.5 µM), without a hit: at the top dose activity change, negative = inhibition, hits mostly inhibitors. 290,000 tested, 0.37% active. AID 1721; further: potency means the concentration at half of the fitted maximal effect
Target sequence (Q27686 whole entry, looked up): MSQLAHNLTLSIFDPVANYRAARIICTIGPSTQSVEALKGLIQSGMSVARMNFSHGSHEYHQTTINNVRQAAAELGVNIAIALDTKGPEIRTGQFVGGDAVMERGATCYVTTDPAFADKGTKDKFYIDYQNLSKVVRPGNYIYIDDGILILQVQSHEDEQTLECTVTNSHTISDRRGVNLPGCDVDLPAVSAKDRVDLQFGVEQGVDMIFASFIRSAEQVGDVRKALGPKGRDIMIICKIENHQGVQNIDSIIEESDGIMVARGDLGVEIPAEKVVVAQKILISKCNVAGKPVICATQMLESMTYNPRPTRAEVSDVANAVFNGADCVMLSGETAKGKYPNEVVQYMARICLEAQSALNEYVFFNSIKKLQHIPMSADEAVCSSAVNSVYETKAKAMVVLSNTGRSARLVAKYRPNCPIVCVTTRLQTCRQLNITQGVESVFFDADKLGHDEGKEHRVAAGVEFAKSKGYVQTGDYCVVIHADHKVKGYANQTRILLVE
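Pyruvate kinase activity monitored as ATP production (luciferase luminescence). Conditions: 0.1 nM enzyme, 0.5 mM PEP, 0.1 mM ADP, 1 h, RT; normalized against uninhibited and no-enzyme wells.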
The depositor's hits bear a star; u = inconclusive; x = no result given; [ ] = remark or other dose. Unless noted, the call rests on the fitted dose curve; in most records, active means well fitted curve in the direction sought with a large enough effect; inconclusive means small, poorly fitted or top-dose-only effect, or another doubt; inactive means no such curve, though single readings can be large; an effect the other way counts as inactive or inconclusive. Unless noted, on the % scale 0 is the no-effect control and ±100 the full control effect.

Fields – HCMV antiviral, AmpC detergent, HCV inhibitor, AmpC inh no detg, AMA1-RON2 inh, TbPYK inhibitor, LmPK inhibitor
C=CCN(CC=C)C(=S)NC(=O)Cc1cccc2ccccc12
    -16, 3%, -22%, -30%, 28%, 0%, -6%
COc1ccc(NC(=O)c2ccc(Cl)c(S(=O)(=O)NCC3CCCO3)c2)c(OC)c1 (stereo not drawn)
    x, u, u, -21%, -6%, 4%, 10%
CC(=O)c1c(C)[nH]c(C(=O)N2CCN(C(=O)c3ccco3)CC2)c1C
    94, -4%, -5%, -15%, -4%, -2%, -2%
COc1ccc(/C=N/NC(=O)c2nn(-c3ccc(Cl)cc3)c(=O)c3c(N)scc23)cc1
    -36, -1%, u, -31%, 24%, -4%, 3%
COc1c(S(=O)(=O)n2nc(C)cc2C)ccc(Cl)c1Cl
    -2, -4%, -4%, x, -8%, -11%, 3%
CCOC(=O)C1=C(COC(=O)/C=C/c2ccc(OC)cc2OC)NC(=O)NC1C (stereo not drawn)
    -25, -11%, u, 49%, -14%, 1%, x
O=C1CCN(Cc2nnnn2CC2CCCO2)c2ccccc2N1 (stereo not drawn)
    x, u, -1%, -15%, -2%, -4%, -1%
COc1ccc(NC(=O)/C(=C\c2cccnc2)NC(=O)c2cccs2)cc1
    -20, u, 12%, -8%, -5%, 7%, -2%
CCOc1ccc(C2/C(=C(\O)c3ccc4c(c3)OCCO4)C(=O)C(=O)N2CCN2CCOCC2)cc1OC (stereo not drawn)
    x, 6%, 20%, 18%, -1%, -14%, -13%
O=C(O)c1ccc(CNC(=O)c2ccccc2NC(=O)c2ccc([N+](=O)[O-])cc2)cc1
    u, 5%, 6%, -23%, -3%, 4%, -1%
Cc1cccc(NC(=O)C2CCCN(S(=O)(=O)c3cccc4cccnc34)C2)c1 (stereo not drawn)
    19, u, -29%, -26%, -2%, 3%, 7%
FC(F)(F)c1cc(-c2ccco2)nc(N2CCOCC2)n1
    30, 0%, u, x, 15%, 3%, 0%
COc1cc(/C=C(\C#N)C(=O)c2c[nH]c3ccccc23)cc(OC)c1O
    -29, 7%, 1%, -34%, -20%, -3%, 6%[11.5 µM]
COc1ccc(CCNC(=O)COC(=O)c2sc(C)nc2C)cc1
    3, 5%, -2%, -11%, -5%, -2%, x
O=C(CC1N=C2c3ccccc3N=C(SCc3ccccc3F)N2C1=O)NCCc1ccccc1 (stereo not drawn)
    46, 7%, x, x, x, -6%, x
CC(=O)c1ccc(OCC(O)CN2C(C)CCCC2C)cc1 (stereo not drawn)
    3, u, 19%, -43%, -7%, 7%, 4%
c1ccc2c3c(c(CN4CCCCC4)cc2c1)COC3
    -16, -14%, -7%, -33%, -7%, 3%, -7%
CC(=O)C1C(c2ccccc2)c2c(noc2C)CC1(C)O (stereo not drawn)
    -3, -7%, 7%, -5%, 16%, -3%, -6%
CC1CC/C(=N/Nc2ccccc2)C(=O)N1 (stereo not drawn)
    9, 2%, 18%, -19%, -9%, -7%, -5%
CCOC(=O)C1(Cc2cccc(OC)c2)CCCN(S(=O)(=O)c2cccnc2)C1 (stereo not drawn)
    47, 9%, 11%, 110%[activator], 1%, -4%, 7%
CN1C(=O)N(C)C(=O)C(NS(=O)(=O)c2ccc(N)cc2)(c2ccccc2)C1=O
    -35, x, 6%, x, -3%, 10%, x
Cc1noc(C)c1COc1cccc(C(=O)OCC(=O)NCCN2C(=O)CSC2=O)c1
    -6, 5%, -6%, 12%, 4%, -5%, 10%
Cc1ccc(C2=NN=C(NC(=O)CSc3nc(C)cc(C)n3)SC2)cc1
    31, 6%, u, 30%, x, x, -8%
C[C@@H]1CCCCO[C@@H](CN(C)C(=O)c2ccncc2)[C@@H](C)CN([C@H](C)CO)C(=O)c2cc(N(C)C)ccc2O1
    22, x, x, x, 4%, -2%, x
Cc1ccc2c(c1)N(CC(=O)NCCc1ccccc1)C(=O)c1cccnc1O2
    48, -4%, 3%, 9%, 8%, -6%, -4%
CC(C)C[C@H](NC(=O)c1nc[nH]c1C(=O)NCc1ccc(CNC(=O)OC(C)(C)C)cc1)C(=O)OCc1ccccc1
    -23, 0%, 15%, -22%, 111%[activator], -4%, -7%
Clc1cccc(-c2ccc(CNCc3ccccn3)o2)c1
    -10, 6%, -5%, 10%, 13%, 3%, 2%
CCN(CC(=O)NCc1ccc(Cl)cc1)C(=O)CCC(=O)c1ccc(F)cc1
    -6, -18%, 14%, -1%, 11%, 0%, x
COc1ccc(NS(=O)(=O)c2ccc3c(c2)N(C(C)=O)CC(C)S3)c(OC)c1 (stereo not drawn)
    -85*, -9%, 11µM*, 74%[activator], -6%, -5%, -7%
COc1cccc(NC(=O)c2cc3c(=O)n4ccccc4nc3n(CC(C)C)c2=N)c1
    -27, 6%, 5%, -16%, 3%, 0%, -3%

Record cards, as listed above. Order of values: HCMV antiviral | AmpC detergent | HCV inhibitor | AmpC inh no detg | AMA1-RON2 inh | TbPYK inhibitor | LmPK inhibitor
Record of `C[C@@H]1CCCCO[C@@H](CN(C)C(=O)c2ccncc2)[C@@H](C)CN([C@H](C)CO)C(=O)c2cc(N(C)C)ccc2O1` : 22 | x | x | x | 4% | -2% | x
Record of `CCN(CC(=O)NCc1ccc(Cl)cc1)C(=O)CCC(=O)c1ccc(F)cc1` : -6 | -18% | 14% | -1% | 11% | 0% | x
Record of `FC(F)(F)c1cc(-c2ccco2)nc(N2CCOCC2)n1` : 30 | 0% | u | x | 15% | 3% | 0%
Record of `CCOC(=O)C1(Cc2cccc(OC)c2)CCCN(S(=O)(=O)c2cccnc2)C1` (stereo not drawn) : 47 | 9% | 11% | 110%[activator] | 1% | -4% | 7%
Record of `Cc1cccc(NC(=O)C2CCCN(S(=O)(=O)c3cccc4cccnc34)C2)c1` (stereo not drawn) : 19 | u | -29% | -26% | -2% | 3% | 7%

Taken from above.
CCOc1ccc(C2/C(=C(\O)c3ccc4c(c3)OCCO4)C(=O)C(=O)N2CCN2CCOCC2)cc1OC (stereo not drawn) in AMA1-RON2 inh = -1%
COc1cc(/C=C(\C#N)C(=O)c2c[nH]c3ccccc23)cc(OC)c1O in TbPYK inhibitor = -3%

More structures:
Fields – HCMV antiviral, AmpC detergent, HCV inhibitor, AmpC inh no detg, AMA1-RON2 inh, TbPYK inhibitor, LmPK inhibitor
CCOC(=O)C1(Cc2ccccc2)CCCN(CCCn2cccn2)C1 (stereo not drawn)
    -30, 8%, 6%, 57%, -7%, -8%, 0%
COc1ccc(CCN2C(=O)CC(N3CCC(C(N)=O)CC3)C2=O)cc1OC (stereo not drawn)
    20, -8%, 2%, 2%, -2%, -28%, -4%
CS(=O)(=O)N(CC(=O)Nc1ccc2c(c1)OCO2)c1ccc(Cl)cc1
    53, -16%, 6%, -16%, -7%, 10%, -2%
Cc1cc(C)nc(CCNC(=O)CC2C(=O)NCCN2Cc2ccc(F)cc2Cl)n1 (stereo not drawn)
    7, u, x, 81%[activator], 0%, 2%, -2%
Cc1sc2ncnc(N3CCN(c4ncccn4)CC3)c2c1C
    -29, -12%, -29%, 33%, -11%, -6%, -4%
CC(C)C(NS(=O)(=O)c1ccc2c(c1)C(C)(C)C(=O)N2C)C(=O)NCc1ccccc1Cl (stereo not drawn)
    -7, -11%, -5%, 98%[activator], -2%, -5%, -4%
CC1=NCCN1S(=O)(=O)c1cccc([N+](=O)[O-])c1
    -17, 5%, 19%, -10%, -17%, -10%, -3%
Cc1ccccc1CN(C)C(=O)[C@H](Cc1ccccc1)NC(=O)c1ccco1
    -6, -14%, -2%, -10%, -2%, 1%, x
O=C(Nc1ccc2c(c1)OCCO2)c1cnc2n(c1=O)CCS2
    4, u, 3%, -22%, 6%, -3%, -26%
Cc1c(CC(=O)NCC(=O)NCC(=O)O)c(=O)oc2cc3oc4c(c3cc12)CCCC4
    -61*, 2%, -9%, 3%, 7%, -12%, -5%
Cc1ccc(C(=O)CSc2nnc(-c3ccco3)n2Cc2ccccc2)cc1
    85, u, u, 14%, -16%, u, 3%
COc1cccc(C(=O)N2CCC(N3CCN(Cc4ccc(F)cc4)C(=O)C3=O)CC2)c1
    -2, 2%, x, x, x, 2%, x
Cc1ccc(N(C)S(=O)(=O)c2cccc(C(=O)N3CCN(Cc4ccccc4)CC3)c2)cc1
    0, x, u, 232%[activator], 3%, 2%, x
COc1cc(OC)c(NC(=O)C(Cc2ccccc2)NS(=O)(=O)c2cccc3nsnc23)cc1Cl (stereo not drawn)
    3, -6%, x, x, x, 4%, x
Cc1cc(=O)oc2cc(OCC(=O)Nc3ccccc3C(N)=O)c(Cl)cc12
    u, 4%, u, 0%, 6%, -4%, 0%
CC1(C)CC(=O)C2=C(C1)N1CCCCC1CC2=O (stereo not drawn)
    40, -5%, 5%, -1%, -1%, 7%, 5%
CN(CCO)C(=O)C(c1ccccc1)c1ccccc1
    -4, 2%, 10%, 0%, -11%, 2%, 2%
CC(=O)c1ccc(NC(=O)COc2ccccc2-c2nc(C(C)C)no2)cc1
    11, 10%, x, x, x, -6%, x
C[C@@H](C(=O)Nc1nccs1)N1C(=O)C2CC=CCC2C1=O (stereo partly drawn)
    9, x, 8%, -2%, -3%, 4%, x
Cc1cccn2c(=O)cc(CSc3nnc(NC(=O)c4ccc(F)cc4)s3)nc12
    -11, 14%, x, x, x, 7%, x
O=C(O)C1CCCCN1S(=O)(=O)c1ccc(Cl)s1 (stereo not drawn)
    14, 2%, 3%, -12%, -9%, -3%, 9%
Cc1ccc(OCC(=O)NNC(=S)NCc2ccccc2)cc1
    -39, 3%, 10%, -25%, 57%[activator], -18%, -2%
Cc1ccc(C)c(N(CC(=O)Nc2ccccc2C(=O)NCc2ccco2)S(=O)(=O)c2ccccc2)c1
    -36, -6%, u, -23%, -1%[11.6 µM], -7%, 5%
COC(=O)c1nnn(CC(=O)Nc2ccc(C)c(F)c2)c1C(=O)OC
    5, u, -3%, 0%, 8%, -1%, 4%
CN(C)Cc1csc(NC(=O)Nc2ccccc2-c2ccccc2)n1
    -10, x, x, x, 53%[activator], -2%, x

Screening data as filed in PubChem BioAssay.
